Source: PubChem BioAssay (several laboratories)
VIM-2 inh – blocks Pseudomonas aeruginosa VIM-2 metallo-beta-lactamase; inhibition, % at 5.6 µM; AID 1527; purified VIM-2, nitrocefin hydrolysis, epi-absorbance fluorescence; actives 0.89% (n = 290,000);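 active = inhibition above the mean of all tested compounds plus 3 SD, cutoff set per screening run, cut at about 7.5% in these data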;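 note: red hydrolysis product quenches plate fluorescence so inhibitors raise well fluorescence; 0% = enzyme with DMSO and 100% = DMSO without enzyme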
PHOSPHO1 inh – inhibitors of human PHOSPHO1 phosphatase. Q8TCT1. recombinant PHOSPHO1, absorbance phosphatase assay. inhibition, % at 13.3 µM. actives 1.1% (n = 290,000). AID 1565; in the data active = inhibition above about 60%
Target sequence (Q8TCT1 whole entry, looked up): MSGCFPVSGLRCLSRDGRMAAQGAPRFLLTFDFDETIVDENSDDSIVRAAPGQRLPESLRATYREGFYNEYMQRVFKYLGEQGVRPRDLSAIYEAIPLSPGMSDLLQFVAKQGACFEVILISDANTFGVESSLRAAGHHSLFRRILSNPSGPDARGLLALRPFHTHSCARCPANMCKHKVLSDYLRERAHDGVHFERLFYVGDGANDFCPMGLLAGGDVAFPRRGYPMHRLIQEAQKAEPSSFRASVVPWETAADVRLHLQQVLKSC
HCV NS3 hel inh – HCV NS3 helicase inhibition; NS3 helicase DNA unwinding, Cy5 molecular beacon fluorescence; AID 1800; inhibition, % at 10.9 µM; actives 0.56% (n = 290,000);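 active = inhibition above the mean of all tested compounds plus 3 SD, set per campaign, cut at about 35% in these data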;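 note: 0% = DMSO wells and 100% = thioflavine S control wells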
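Test system: hepatitis C virus NS3 helicase domain fragment enzyme. Also added: annealed dual-labelled DNA beacon duplex, ATP-started. Timing: 60 min unwinding reaction at 25 °C after ATP addition. Technique: Cy5 fluorescence. Measure: % inhibition of unwinding.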
OXTR agonist – human OXTR agonism. P30559. actives 0.32% (n = 320,000). activation, % at 3 µM. CHO-OTR cells, Fluo-8 calcium fluorescence; normalized: DMSO 0%, oxytocin 100%;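 active = activation above the mean of all tested compounds plus 3 SD, cutoff set per screening run, cut at about 20% in these data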;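 note: peak over basal fluorescence ratio from a 100 s FLIPR kinetic read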
IMP-1 inh – blocks Pseudomonas aeruginosa IMP-1 metallo-beta-lactamase; purified IMP-1, nitrocefin hydrolysis, epi-absorbance fluorescence; inhibition, % at 5.6 µM; actives 0.45% (n = 290,000);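 active = inhibition above the mean plus 3 SD of all compounds in the same screening run, cut at about 4.5% in these data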;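 note: 0% = IMP-1 with DMSO and 100% = DMSO wells lacking enzyme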
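System: Purified IMP-1 | Read-out basis: Percent enzyme inhibition | Controls: IMP-1 with DMSO as 0%, enzyme-free DMSO as 100% | Replicates: One well per compound | Doses: 5.6 µM nominal single concentration | Detection: Epi-absorbance fluorescence, 480 nm excitation, 530 nm emission | Incubation: 25 °C, 15 min preincubation, 25 min reaction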
GalR3 antag – human GalR3 antagonism | O60755 | HEK293 GalR3-CNG cAMP membrane potential fluorescence; galR3 body fused to GalR1 C-terminus | inhibition, % at 3 µM | actives 0.44% (n = 360,000) | AID 651719;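 active = inhibition above the screen-wide average plus 3 SD, cut at about 13% in these data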;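 note: forskolin and galanin both at EC90 stimulate the cells; cAMP rise reported by CNG channel membrane potential dye signal; 0% = forskolin plus galanin with DMSO and 100% = forskolin alone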
Target sequence (O60755 1-299 limits assumed): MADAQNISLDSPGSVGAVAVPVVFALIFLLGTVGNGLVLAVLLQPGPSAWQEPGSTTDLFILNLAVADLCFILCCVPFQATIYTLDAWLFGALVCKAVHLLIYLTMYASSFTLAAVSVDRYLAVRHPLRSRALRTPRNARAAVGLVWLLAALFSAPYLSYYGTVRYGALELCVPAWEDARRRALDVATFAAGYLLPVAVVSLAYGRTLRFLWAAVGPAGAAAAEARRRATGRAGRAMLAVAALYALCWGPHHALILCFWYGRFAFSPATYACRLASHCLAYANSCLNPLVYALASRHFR
FID counter – fluorescent intercalator displacement, NS3 helicase counter-screen. DNA fluorescent intercalator displacement, fluorescence. inhibition, % at 7.9 µM. actives 0.17% (n = 290,000); in the data active = inhibition above about 37%;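 note: 0% = vehicle and 100% = reference compound; higher means more ethidium bromide displaced from hairpin DNA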
GPR7 antag – blocks human GPR7 receptor signaling; P48145; GPR7-expressing cells, fluorescence antagonist assay; inhibition, % at 4.4 µM; actives 1.1% (n = 290,000); AID 1861; in the data active = inhibition above about 16%, passing the limit was not always enough;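 note: cells stimulated with the agonist NPW; 0% = agonist with vehicle and 100% = vehicle without agonist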
Target sequence (P48145 whole entry, looked up): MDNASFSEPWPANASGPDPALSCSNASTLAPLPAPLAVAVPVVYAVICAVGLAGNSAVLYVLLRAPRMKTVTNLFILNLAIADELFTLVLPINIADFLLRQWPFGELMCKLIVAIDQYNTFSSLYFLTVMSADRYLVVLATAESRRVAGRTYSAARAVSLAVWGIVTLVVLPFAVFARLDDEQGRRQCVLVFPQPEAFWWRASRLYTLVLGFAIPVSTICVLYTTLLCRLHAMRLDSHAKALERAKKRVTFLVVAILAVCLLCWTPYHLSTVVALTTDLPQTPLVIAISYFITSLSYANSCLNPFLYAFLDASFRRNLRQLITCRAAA
V1R ag counter – activates human V1a receptor in oxytocin agonist counter-screen. P37288. CHO-V1R cells, Fluo-8 calcium fluorescence, agonist mode; 0% DMSO, 100% 3 nM vasopressin. activation, % at 3 µM. actives 0.25% (n = 320,000). AID 2797;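 active = activation above the mean activation of all tested compounds plus 3 SD, per screening run, cut at about 20% in these data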;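 note: signal is peak over basal fluorescence ratio across a 100 second FLIPR read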
The depositor's hits bear a star; / = not tested or not shown.

item	structure	GPR7 antag	IMP-1 inh	PHOSPHO1 inh	GalR3 antag	FID counter	VIM-2 inh	OXTR agonist	V1R ag counter	HCV NS3 hel inh
1	O=C(O)CNC(=O)c1ccc(S(=O)(=O)N2CCOCC2)cc1	1	-2.6	9	-4	7	-1.3	-0.1	0.5	-4
2	CCn1c(N2CCN(S(=O)(=O)c3ccccc3)CC2)nc2ccccc21	2	-2.6	3	-9	-29	-2.6	4.3	8.2	3
3	COc1ccc(-c2nc(SCc3ccccc3)n(S(C)(=O)=O)n2)cc1	0	-1.8	14	-5	-2	-1.4	0.1	0.5	-12
4	CC(NC(=O)c1ccco1)C(c1cccs1)N1CCN(c2ccc(F)cc2)CC1 (stereo unspecified)	1	-2.2	18	-5	-29	-4.7	-1.5	0.8	0
5	O=C(C1CCCO1)N1CCN(S(=O)(=O)c2ccccc2)CC1 (stereo unspecified)	-18	-2.5	-6	/	-2	-1.0	0.2	0.7	9
6	C=CCN(CC=C)C(=O)COC(=O)c1n[nH]c2ccccc12	-6	-0.7	-6	0	-12	-2.7	1.5	2.6	-15
7	O=c1nc(-c2ccccc2)c2cc(Cl)ccc2[nH]1	-12	-2.5	12	-6	-1	-1.6	0.0	-0.9	-1
8	CCCCc1cc(=O)oc2cc(OCC(=O)N3CCc4ccccc43)ccc12	-4	-1.0	6	-1	-4	-0.7	1.4	0.7	9
9	Cc1cc(C)c(Cn2cnc(-c3ccc([N+](=O)[O-])cc3)c2)c(C)c1	-9	-2.4	27	-1	-1	0.0	0.1	1.6	11
10	CCOc1ccc(NCc2nc3ccccc3n2CCOc2ccccc2)cc1	4	-2.8	-3	0	-6	-1.4	-1.1	1.4	-9
11	CC(C)(C)C1=Nn2c(nnc2-c2ccccn2)SC1	-15	-1.8	63*	-2	0	-4.0	0.8	2.0	-1
12	Cc1ccc(C(=O)O)cc1NC(=O)CN1C(=O)C2C3c4ccccc4C(Br)(c4ccccc43)C2C1=O (stereo unspecified)	-10	-2.5	-3	0	-26	-3.5	0.0	-0.2	12
13	CSc1n[nH]c2nc3c(c(=O)n12)C1(CCCCC1)Cc1ccccc1-3	-5	-0.8	33	-6	-8	-2.1	-0.3	0.7	2
14	Cc1ccc(C2=NN(CC(=O)NCc3ccccn3)C(=O)CC2)cc1	-8	-3.7	12	-3	-9	-0.5	-2.0	0.2	-22
15	COc1ccc(NC(=O)c2ccco2)c2ccccc12	-11	-4.0	5	-4	-4	-0.7	/	/	2
16	CC1(c2ccccc2)CC(C)(C)N(C(N)=O)c2ccccc21 (stereo unspecified)	-28	1.3	49	-5	-12	-1.1	-2.8	-0.9	1
17	CC(C)C(=O)N1CCN(c2ccccc2NC(=O)COc2ccc(C3CCCCC3)cc2)CC1	1	-1.4	37	-7	-43	-1.8	/	/	-10
18	Cc1ccc(S(=O)(=O)N2CC(C)N(S(C)(=O)=O)C2)cc1 (stereo unspecified)	12	-1.9	30	-6	-9	-0.1	0.0	0.3	6
19	O=C(NC1CCCCC1)c1cc(Cl)ccc1[N+](=O)[O-]	0	-1.9	0	2	-3	-2.5	-1.6	-0.3	6
20	c1ccc2c(CN3CCCCC3)csc2c1	-1	-0.3	-7	1	2	-1.1	-0.8	1.2	0
21	Cc1ccc(S(=O)(=O)N(CC(=O)Nc2cccc([N+](=O)[O-])c2)Cc2ccc(Cl)cc2)cc1	-8	-3.0	-7	-4	-1	-4.8	1.1	2.8	2
22	Cc1ccc(CNc2ncnc3cc(Cl)ccc23)o1	1	-3.4	8	-2	-5	-3.2	7.3	6.1	-11
23	COC(=O)C(C)n1nnc2sc(-c3ccccc3)cc2c1=O (stereo unspecified)	6	-2.1	-5	-5	-15	-1.2	5.3	5.6	-1
24	COc1ccc(-c2noc(CN(C)C(=O)c3ccoc3C)n2)cc1	1	-1.3	39	-6	-25	0.1	3.2	4.5	-8
25	CCOC(=O)Cc1cnc(NC(=O)c2ccccc2)s1	-12	-3.4	12	-2	-7	-1.1	3.3	4.3	-4
26	Cc1cc(NC(=O)CCC(=O)N(c2ccccc2)C2(C(=O)NC3CCCCC3)CCCC2)no1	-14	-4.1	1	0	-31	-2.8	-1.4	-0.2	-1
27	COCC(C)NC(=O)c1cc2cccc([N+](=O)[O-])c2[nH]1 (stereo unspecified)	-4	-3.6	33	-2	-3	21*	0.2	-0.2	4
28	CCC(C)(C)NC(=O)C(c1ccncc1)N(Cc1cccs1)C(=O)Cn1nnc2ccccc21 (stereo unspecified)	3	-2.3	19	-3	-24	-1.9	0.1	0.1	3
29	CC(C)N1CCc2c(sc(NC(=O)CN3C(=O)c4ccccc4C3=O)c2C(N)=O)C1	-4	-1.4	48	1	14	0.3	0.4	1.9	-8
30	COc1ccc([N+](=O)[O-])cc1N(CC(=O)NCCSc1ccccc1)S(C)(=O)=O	-2	-1.9	25	-4	-5	2.2	0.3	0.6	-6
31	Cc1nc(Nc2ccc(Cl)cc2)c(C#N)c(=O)[nH]1	-18	-3.1	-11	-6	-2	-0.3	-1.1	0.4	5
32	COCCNS(=O)(=O)c1cc(OC)ccc1OC	-13	-0.3	27	-8	-2	-2.4	0.5	0.6	-3
33	Cc1ccccc1NC(=S)N(Cc1ccco1)C(C)c1ccccn1 (stereo unspecified)	-10	-2.5	36	0	-5	-3.0	1.0	-0.1	-2
34	C=CCOc1cccc(C2c3c(oc4ccc(F)cc4c3=O)C(=O)N2CCCN2CCOCC2)c1 (stereo unspecified)	/	/	27	-1	/	/	1.5	0.8	/
35	Cc1ccc(COc2ccc(/C=N/NC(=O)CN3CCCCC3)cc2)cc1	-4	-4.1	-1	-8	4	-4.1	12	1.9	-47
36	COc1ccc(NC(=O)C2CCN(S(=O)(=O)c3ccc4c(c3)CC(C)N4C(C)=O)CC2)cc1OC (stereo unspecified)	-6	-1.5	29	-9	-35	-2.0	-0.7	0.0	2
37	O=C(C/C(=N\NC(=O)c1ccccc1Br)C(F)(F)F)c1cccs1	-8	0.0	-2	-3	-9	1.7	0.2	3.2	5
38	CC1(C)CC(NC(=O)c2cc(Cl)ccc2Cl)CC(C)(C)N1	-14	-3.0	8	-1	4	-2.3	0.1	0.9	15
39	O=C(NCCc1ccccc1)Nc1ccc(Cl)cc1	-3	-3.0	-22	-1	2	-4.6	1.1	3.8	7
40	COc1c(F)c(F)c(C(=O)Nc2ccc(NC(=O)c3ccco3)cc2)c(F)c1F	-2	-3.5	14	3	-5	-3.5	-0.1	0.7	-15
41	O=c1oc2c(CN3CCCCC3)c(O)ccc2c2c1CCCCC2	2	-2.1	-14	-4	0	-2.0	0.6	0.9	0
42	Cc1cccc(N2CCN(S(=O)(=O)c3ccc(-c4cc(C)no4)s3)CC2C)c1 (stereo unspecified)	15	-2.8	-16	6	-13	1.4	-2.1	-0.2	-2
43	Cc1ccccc1-n1c(Cn2c(=O)sc3ccccc32)nnc1SCC(=O)N1CCCC1	-3	-2.2	-10	2	-31	-0.5	-0.7	0.6	-6
44	O=C(COc1ccc(Br)cc1)NNC(=S)NCc1ccccc1	-13	-2.5	-20	-4	-13	-3.9	0.2	0.1	8
45	C=CCOc1c2ccc(C(=O)NCc3ccc(C)cc3)cc2nn1C	-7	-2.9	4	-1	-15	-2.5	0.0	0.1	5
46	CCOC(=O)c1c(C(C)(C)C)oc2ccc(OCC#N)cc12	-16	-3.1	-22	1	-6	-4.2	-0.8	-0.6	1
47	CCn1cc(CCC(=O)NCc2cccc(OC)c2OC)c2ccccc21	-8	0.6	34	-12	-28	-1.2	0.7	3.7	5
48	CCCCNC(=S)N(C)/N=C/c1c(F)c(F)c(F)c(F)c1F	-2	-1.4	-14	1	0	-2.0	-1.3	-0.5	11
49	O=C(NCc1ccccn1)c1cc(-n2cnnc2)ccc1Cl	-2	-2.6	-27	-1	-4	-3.5	1.7	1.0	0
50	Cc1ccc(C2CC(C(F)(F)F)n3ncc(C(=O)NCc4ccco4)c3N2)cc1 (stereo unspecified)	-4	-3.3	-1	-4	-28	-1.8	-0.1	-0.3	-5
51	CN(C)c1cccc(-c2nnc(SCCCC#N)o2)c1	-5	-3.1	-63	0	-10	-3.5	-1.5	-0.1	7
52	CC(C)CCN(CCC(C)C)CC(O)Cn1c2ccccc2c(=O)c2ccccc21 (stereo unspecified)	8	-2.8	-4	-1	6	0.8	-2.6	-0.3	-20
53	CCc1cccc(C)c1NC(=O)CSc1nc2ccc(N3C(=O)c4ccccc4C3=O)cc2s1	11	-3.0	6	3	-5	-2.5	-0.5	-0.6	-6
54	CCc1ccc(NC(=O)NCCCN2CCCC2=O)cc1	-14	-2.7	48	4	-6	-3.3	0.0	0.7	-1
55	COc1ccc(-n2c(C)cc(/C=C3\SC(=S)NC3=O)c2C)cc1	0	-2.3	24	-5	8	-1.0	0.7	0.3	14
56	COc1ccc(C(=O)N=c2c(C#N)cc3c(=O)n4cccc(C)c4nc3n2Cc2ccco2)cc1	-7	-3.7	6	/	-17	2.2	/	/	14
57	O=[N+]([O-])c1ccc(N2CCN(CC(O)COc3ccccc3)CC2)cc1 (stereo unspecified)	9	-3.3	28	-9	12	0.8	8.1	7.4	-1
58	CC(=O)Nc1ccc(C(=O)N2CCN(C(=O)c3ccco3)CC2)cc1	-13	-3.2	1	-10	-8	-0.6	-0.6	0.3	19
59	Clc1ccc(CN2CCC(c3ccccc3)CC2)cc1	-3	-0.8	/	-11	-1	-1.7	-0.7	0.3	1
60	Cc1ccc(/C=C2\Oc3c(ccc(O)c3CN3CCN(C)CC3)C2=O)cc1	-13	0.9	-5	0	27	9.5*	-0.4	2.4	-9

Other structures follow.
item	structure	GPR7 antag	IMP-1 inh	PHOSPHO1 inh	GalR3 antag	FID counter	VIM-2 inh	OXTR agonist	V1R ag counter	HCV NS3 hel inh
61	C[C@H]1CN=C(Nc2ccccc2)N1CC1CCCCC1	3	2.3	-2	-2	-4	-2.4	0.5	1.4	6
62	Cc1cc(C)c2nc(-n3nc(C)cc3N)cc(C)c2c1	-14	-0.8	-11	2	-1	-1.8	-2.3	-0.9	3
63	O=C(O)c1cccc2cc(-c3ccccc3)oc(=O)c12	-6	4.8*	11	1	1	4.7	-0.3	0.6	6
64	Cc1cc(C)c(NC(=O)CCCSc2nnc(N)s2)c(C)c1	-4	-0.6	15	-4	0	-0.7	-1.7	0.2	5

Whole records as entered above:
`O=C(O)c1cccc2cc(-c3ccccc3)oc(=O)c12` is listed as GPR7 antag = -6; IMP-1 inh = 4.8*; PHOSPHO1 inh = 11; GalR3 antag = 1; FID counter = 1; VIM-2 inh = 4.7; OXTR agonist = -0.3; V1R ag counter = 0.6; HCV NS3 hel inh = 6
`C[C@H]1CN=C(Nc2ccccc2)N1CC1CCCCC1` is listed as GPR7 antag = 3; IMP-1 inh = 2.3; PHOSPHO1 inh = -2; GalR3 antag = -2; FID counter = -4; VIM-2 inh = -2.4; OXTR agonist = 0.5; V1R ag counter = 1.4; HCV NS3 hel inh = 6
